RGS4-Gao reg = modulates binding of RGS4 to human Galphao. P09471. Multiplexed bead flow cytometry; actives lie on both sides. binding response (% of control), % at 10 µM. 220,000 tested, 0.33% active. AID 1415; in the data active means binding response below about 49% or above about 150%; inactive means in between;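 further: fluorescent Galphao activated with aluminum fluoride binding bead-coupled RGS4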
RGS8-Gao reg = modulates binding of RGS8 to human Galphao; P09471; multiplexed bead flow cytometry; actives lie on both sides; response (percent of control binding), % at 10 µM; 220,000 tested, 0.34% active; AID 1423; in the data active means response below about 60% or above about 140%; inactive means in between;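 further: Galphao activated as the GDP aluminium fluoride complex binding bead-coupled RGS8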
Bcl-XL Bim block = inhibitors of Bim-Bcl-XL interaction, human. inhibition, % at 10 µM. 190,000 tested, 0.04% active. Q07817. Bim peptide-Bcl-XL binding, bead flow cytometry, fluorescence. AID 1007
Target sequence (Q07817 whole entry, looked up): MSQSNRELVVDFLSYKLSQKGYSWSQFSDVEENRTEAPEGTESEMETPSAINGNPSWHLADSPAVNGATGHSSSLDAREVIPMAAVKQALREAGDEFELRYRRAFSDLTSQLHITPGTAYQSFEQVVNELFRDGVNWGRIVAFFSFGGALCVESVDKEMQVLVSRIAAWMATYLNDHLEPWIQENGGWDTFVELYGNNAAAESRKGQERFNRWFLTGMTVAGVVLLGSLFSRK
ABCB1 inh = blocks JC-1 efflux by human ABCB1 transporter; CCRF-Adr cells, flow cytometry; P08183; inhibition, % at 6.6 µM; 190,000 tested, 0.067% active; in the data active means inhibition above about 40%;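 further: 0% = vehicle and 100% = reference inhibitor; higher value means more JC-1 retained so stronger ABCB1 efflux block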
RGS7-Gao reg = human RGS7-Galphao interaction regulation; AID 1439; 220,000 tested, 0.35% active; binding response (% of control), % at 10 µM; Multiplexed bead flow cytometry, RGS7-Galphao binding; actives lie on both sides; in the data active means binding response below about 49% or above about 150%; inconclusive means no clear call, values can overlap the other calls; inactive means in between;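 further: fluorescent Galphao held in activated GDP-AlF4 state binding bead-coupled RGS7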
Bim-Bcl-B = human Bim-Bcl-B interaction inhibition. inhibition, % at 10 µM. 190,000 tested, 0.073% active. bead-based flow cytometry, Bim peptide-Bcl-B binding. Q9HD36. AID 951;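 further: 0% = tracer peptide without compound and 100% = reference inhibitor peptide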
Bim-Bfl-1 = disrupts Bim binding to human Bfl-1 | Q16548 | AID 1008 | Bead-based flow cytometry, Bim-Bfl-1 binding inhibition | inhibition, % at 10 µM | 190,000 tested, 0.12% active;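 further: 0% = wells without compound plus tracer and 100% = blocker peptide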
Bcl-2 Bim block = human Bim-Bcl-2 interaction inhibition. P10415. inhibition, % at 10 µM. 190,000 tested, 0.06% active. AID 950. Bead-based flow cytometry, Bim peptide-Bcl-2 binding; in the data active means inhibition above about 40%; inconclusive means no clear call, values can overlap the other calls;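 further: 0% = no compound wells with probe peptide and 100% = reference peptide inhibitor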
Bim-Bcl-W = inhibitors of Bim-Bcl-W interaction, human; Q92843; bead-based flow cytometry, Bim peptide-Bcl-W binding; inhibition, % at 10 µM; 190,000 tested, 0.02% active; AID 952;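 further: 0% = bound tracer without compound and 100% = peptide blocker; higher means less fluorescent Bim peptide bound to Bcl-W beads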
Target sequence (Q92843 whole entry, looked up): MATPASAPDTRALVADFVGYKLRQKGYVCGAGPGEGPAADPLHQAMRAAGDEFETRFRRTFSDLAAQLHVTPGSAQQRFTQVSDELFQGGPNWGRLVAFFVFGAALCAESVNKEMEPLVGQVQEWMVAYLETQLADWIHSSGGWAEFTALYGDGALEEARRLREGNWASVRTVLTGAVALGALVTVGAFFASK
ABCG2 block = human ABCG2 inhibition, ABCB1 as counter-screen. Q9UNQ0. IgMXP3 cells, JC-1 efflux, flow cytometry. inhibition, % at 6.6 µM. 190,000 tested, 0.1% active. AID 1325;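 active means inhibition above 80%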;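 further: 0% = DMSO and 100% = nicardipine control wells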
Target sequence (Q9UNQ0 whole entry, looked up): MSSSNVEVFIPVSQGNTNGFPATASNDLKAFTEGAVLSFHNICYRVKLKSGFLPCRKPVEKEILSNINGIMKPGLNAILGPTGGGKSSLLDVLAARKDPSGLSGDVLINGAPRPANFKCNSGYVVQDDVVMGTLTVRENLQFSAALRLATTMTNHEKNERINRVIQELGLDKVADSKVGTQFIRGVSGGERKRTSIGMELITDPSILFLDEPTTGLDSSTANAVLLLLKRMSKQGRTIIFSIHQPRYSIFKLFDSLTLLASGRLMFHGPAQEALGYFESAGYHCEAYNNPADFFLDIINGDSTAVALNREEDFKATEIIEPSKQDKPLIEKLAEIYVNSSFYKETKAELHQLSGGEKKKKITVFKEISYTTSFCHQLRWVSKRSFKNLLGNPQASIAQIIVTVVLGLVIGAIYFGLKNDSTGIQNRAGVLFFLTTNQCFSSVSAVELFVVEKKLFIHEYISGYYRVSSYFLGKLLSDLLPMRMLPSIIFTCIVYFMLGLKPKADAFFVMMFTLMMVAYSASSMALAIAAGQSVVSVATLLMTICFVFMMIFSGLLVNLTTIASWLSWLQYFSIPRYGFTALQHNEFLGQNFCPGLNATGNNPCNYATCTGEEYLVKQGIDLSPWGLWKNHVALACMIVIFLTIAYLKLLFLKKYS
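Test system: IgMXP3 cells (ABCG2) mixed with DDAO far-red-labelled CCRF-Adr cells (ABCB1). Reagent: JC-1 transporter substrate. Compound dosing: single test compound dose, 6.6 µM final. Times: 10 min compound exposure, 25 °C. Detection: flow cytometry of retained JC-1 fluorescence. Read-out basis: efflux inhibition in percent versus controls. Controls: nicardipine and DMSO wells.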
Mcl-1 Bim block = disrupts Bim peptide binding to human Mcl-1. Q07820. Bead-based flow cytometry, Bim peptide-Mcl-1 binding. inhibition, % at 10 µM. AID 1009. 190,000 tested, 0.1% active;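 further: 0% = no compound tracer wells and 100% = peptide blocker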
* hit, by the source's call; ? = inconclusive; nt = not tested or not shown. Unless noted, no stated cut-off is given here; in the data, active means inhibition above about 40%.

SMILES	RGS4-Gao reg	RGS8-Gao reg	Bcl-XL Bim block	ABCB1 inh	RGS7-Gao reg	Bim-Bcl-B	Bim-Bfl-1	Bcl-2 Bim block	Bim-Bcl-W	ABCG2 block	Mcl-1 Bim block
Cc1ccc2c(CC(=O)O)coc2c1C	105	103	-1	-0.2	98	-14	-11	-11	2	1	-29
CCOC(=O)/C(C#N)=C1\Nc2ccccc2N=C1N(CC(C)C)CC(C)C	103	100	-8	2.5	102	-17	-15	-7	0	4	-2
Cc1cc(C)c2c(NC(N)=S)n[nH]c2n1	95	96	-6	-0.1	96	-7	-8	0	-2	2	-2
Cc1cccc(Cn2cnc3c(nnn3Cc3ccc(Cl)cc3)c2=O)c1	105	104	0	1.8	102	-9	-10	-4	1	9	-1
Cc1nc2ncnn2c(C)c1CCC(=O)Nc1csc(N)n1	101	103	-3	-0.1	100	-6	-20	-14	3	14	-4
Cn1ncc(Cl)c(Oc2ccc(C(C)(C)C)cc2)c1=O	99	100	-6	0.3	96	-5	-9	-5	-5	2	-5
CSCCC(NC(=O)c1ccoc1C)C(=O)O (stereo not drawn)	100	101	-4	0.4	97	-1	-16	-5	-4	8	-1
COc1cccc(C2=N/C(=C\N(C)C)C(=O)O2)c1	100	100	14	0.1	103	9	17	15	3	1	11
OCCN=C(c1ccccc1)C12CN3CN(CN(C3)C1)C2	94	95	-4	1.4	92	-8	-17	-8	-2	15	-1
CCc1ccccc1NC(=O)CN(c1ccc(OC)cc1OC)S(=O)(=O)c1ccccc1[N+](=O)[O-]	98	98	-2	3.9	98	-6	-12	-3	-3	18	-4
Cn1c(Cn2nnc3ccccc32)nnc1SCC(N)=O	98	99	-6	0.1	94	-2	-4	-1	-3	-3	-1
CC(C)c1cc(C(=O)N/N=C/C=C/c2ccccc2)n[nH]1	100	119	13	-1.3	101	5	17	10	21	-7	9
CC(C)n1c(SCc2ccccc2F)nc2c1c(=O)n(C)c(=O)n2C	102	102	-4	1.8	101	-4	-13	-4	-1	3	-1
COc1ccc(NC(=O)Cc2c(F)cccc2Cl)c(OC)c1	94	91	12	0.5	96	10	19	11	11	19	9
O=C(/C=C/c1cccc([N+](=O)[O-])c1)N1CCN(C(=O)c2ccco2)CC1	104	102	-4	0.3	102	-5	0	-2	-2	5	-4
Cc1nc2ccccn2c1C(=O)CSc1ccccc1Cl	100	100	-2	0.7	101	-8	-8	-1	1	7	-3
Cc1ccc(N2C(=O)CS(=O)C(c3ccccc3)C2=O)cc1C (stereo not drawn)	91	83	-4	-1.3	88	-10	-8	0	-2	-8	-5
CC(C)CCNC(=O)c1sc2ccc(S(=O)(=O)N3CCCCC3)cc2c1N	98	101	-5	3.1	102	-7	0	-3	-6	24	-5
CCCCSCCCNC(=O)Nc1ccc(CC)cc1	104	100	-4	0.7	102	-9	-1	-1	0	23	-4
CC(=O)Nc1nc2c(c3c1c(=O)oc1ccccc13)CCCCC2	99	104	-5	0.6	99	10	9	13	-4	2	0
CC(C)NC(=O)CSc1ccccc1C(=O)NCc1ccc2c(c1)OCO2	100	100	-8	0.8	99	-9	-14	-10	0	8	-4
FC(F)Oc1ccc(-c2csc(=Nc3cccnc3)n2CC2CCCO2)cc1 (stereo not drawn)	99	100	-5	-0.7	102	-11	0	-3	-4	-3	-6
CC(C)CC(N=Cc1c(O)c2ccccc2oc1=O)C(=O)O (stereo not drawn)	102	102	-2	0.8	102	-5	-6	-1	1	2	-3
CC(C)(C)S(=O)(=O)c1ccc2nc3c(n2c1)CCCC3	97	101	0	0.2	100	0	-2	-3	0	1	0
CCS(=O)(=O)CCn1c([N+](=O)[O-])cnc1C	101	101	-2	-0.3	98	-5	0	3	0	-1	-3
The listing continues.
SMILES	RGS4-Gao reg	RGS8-Gao reg	Bcl-XL Bim block	ABCB1 inh	RGS7-Gao reg	Bim-Bcl-B	Bim-Bfl-1	Bcl-2 Bim block	Bim-Bcl-W	ABCG2 block	Mcl-1 Bim block
COC(=O)c1ccc(CSc2nnnn2Cc2ccccc2)cc1	97	98	-5	0.2	103	-9	-8	-6	8	1	0
Cc1c(NC(=O)C(C)Sc2nc3ccccc3c(=O)n2CCO)c(=O)n(-c2ccccc2)n1C (stereo not drawn)	91	96	-3	0.2	91	-2	-12	-4	-1	1	4
Cc1cccc(C)c1NC(=O)CSc1nnnn1C	96	93	4	1.7	93	3	2	1	0	2	3
c1ccc(CCc2nc(-c3ccc(-n4cccc4)cc3)no2)cc1	103	103	-3	1.0	97	-4	-11	-7	1	13	1
Cc1cccc(N2CCN(S(=O)(=O)c3cccc4nonc34)CC2)c1C	102	101	-11	0.4	102	-9	-12	-7	-9	6	-6
COc1ccc(N2CCN(C(c3cccs3)C(C)NS(C)(=O)=O)CC2)cc1 (stereo not drawn)	104	107	-3	0.8	104	-10	-10	-6	-2	5	-1
COc1ccc(-c2nn(-c3ccccc3)cc2C(=O)N/N=C/c2ccc([N+](=O)[O-])o2)cc1	101	101	1	-1.4	?	0	-4	-2	2	-3	0
Cc1c(CN2CCCCC2)c(O)n(CCCO)c(=O)c1C#N	100	102	0	0.1	104	0	-8	-6	0	2	0
CCC(C)[C@H](NC(=O)NCc1ccc(S(N)(=O)=O)cc1)C(=O)OC (stereo partly drawn)	93	94	-4	-0.2	93	-5	-3	0	-1	-2	0
C=CCn1c(SCC(=O)NC(=O)NCc2ccco2)nc2sc(CC)cc2c1=O	89	101	-28	2.2	90	-5	-11	-4	0	5	-6
O=C(Cn1cnc2ccccc2c1=O)N1CCN(Cc2ccc3c(c2)OCO3)CC1	98	100	5	0.6	97	-7	-10	-7	4	1	-4
CCCN1CCC(NC(=S)Nc2ccc([N+](=O)[O-])cc2)CC1	105	101	-2	-0.1	97	-7	-4	-3	-1	2	-2
C=CCOc1ccc(/C(O)=C2/C(=O)C(=O)N(CCCn3ccnc3)C2c2ccco2)cc1 (stereo not drawn)	98	100	0	0.2	98	0	-4	-1	0	0	3
CCOc1cc2c3c(c1)C1(C(=O)N3C(C)(C)C=C2C)C(C#N)=C(N)Oc2cc(O)ccc21 (stereo not drawn)	101	99	-4	0.0	99	-3	-2	-4	-3	-1	-6
O=C(N/N=C/c1cnc(N2CCCCC2)s1)c1ccc(C(F)(F)F)cc1	101	97	-2	0.4	103	-5	-2	2	3	2	-4
CCCCOC(=O)C1Cc2ccccc2C(=O)O1 (stereo not drawn)	88	96	-4	0.2	94	0	0	-2	1	1	1
CCN(CC)CCCN1C(=O)c2oc3ccccc3c(=O)c2C1c1cccc(OC)c1OC (stereo not drawn)	104	100	0	1.5	102	0	0	0	-1	3	-3
Clc1ccc2c(c1)C=Nc1c(NCc3ccccc3)ncnc1O2	111	113	-1	0.1	111	0	-1	-4	0	1	-2
Nc1nnnn1/N=C/C(Br)=C/c1ccccc1	99	99	0	-0.3	99	-5	-13	-6	0	21	0
COc1ccccc1NC(=O)c1ccc(NC(=O)c2cc3c(s2)CCC3)cc1	100	100	-11	-0.5	97	-10	-7	-6	-7	-4	-10
CCc1nc(NCc2ccco2)c2oc3ccccc3c2n1	99	100	-2	1.6	101	-4	-4	-1	-2	9	0
COc1ccc(Cl)cc1C(=O)NNC(=O)CCNC(C)=O	104	102	1	1.4	105	-1	-2	-1	1	5	0
COc1ccc(Nc2nc(N)nc(CN(C)C3CCCCC3)n2)cc1	108	105	-2	0.0	100	0	-3	-2	0	0	0
OCCC1CN(Cc2cnc(N3CCCC3)s2)CCN1Cc1ccccc1 (stereo not drawn)	102	106	1	1.3	101	-3	-4	-6	-3	1	-2
C/C=C/C(=O)OCC(=O)Nc1ccc(OC)c(Cl)c1	95	99	-8	0.2	96	-13	-6	-16	-5	13	-5
(list continues)
SMILES	RGS4-Gao reg	RGS8-Gao reg	Bcl-XL Bim block	ABCB1 inh	RGS7-Gao reg	Bim-Bcl-B	Bim-Bfl-1	Bcl-2 Bim block	Bim-Bcl-W	ABCG2 block	Mcl-1 Bim block
Cc1ccc(-c2[nH]c(-c3ccccc3)nc2SCC(=O)NCC2CCCO2)cc1 (stereo not drawn)	nt	nt	-1	3.7	nt	-1	-2	-1	-3	17	-3
Cc1ccc(-n2c(CNc3ccc(F)cc3)nnc2SCC(N)=O)cc1	102	102	1	0.9	106	-3	1	0	0	3	-2
O=C(COC(=O)c1c[nH]c(=O)[nH]c1=O)Nc1ccccc1	100	99	-1	0.3	?	-8	-10	-3	-3	3	-1
COc1ccc(NC2CS(=O)(=O)CC2NCc2ccccc2)cc1 (stereo not drawn)	98	109	-3	0.4	99	0	-1	-5	-4	3	-3
N#Cc1c(NC(=O)CSc2nc(-c3ccccc3)cc(C(F)(F)F)n2)sc2c1CCC2	101	100	-6	1.5	102	-12	-10	-9	-4	7	-3
C/C=C/C(=O)Nc1nnc(-c2ccccc2C)s1	99	102	-7	1.1	98	-7	-7	0	-6	3	-5
Cc1ccc(Nc2nnc(SCC(=O)c3ccc(Br)s3)s2)c(C)c1	100	101	-3	0.1	97	-9	-7	-5	-3	1	-2
CCOC(=O)c1sc(NC(=O)CSc2n[nH]c(-c3ccccc3)n2)c(C#N)c1C	88	85	-2	-0.3	137	-28	28	-3	6	-1	-5
O=c1[nH]cnc2scc(C3COc4ccccc4O3)c12 (stereo not drawn)	97	101	-4	1.1	104	-5	-16	-10	1	41	0
O=C(CSc1nnnn1-c1ccccc1)Nc1ncc(Cc2cc(Cl)ccc2Cl)s1	98	99	0	0.4	102	-3	-1	0	0	2	0
CCCCOc1ccc(C2CC(=O)N(C)C2=O)cc1 (stereo not drawn)	100	101	-8	0.2	100	-7	-17	-4	-6	11	-6
O=C1CC(c2ccc(O)cc2)Oc2cc(O)cc(O)c21 (stereo not drawn)	99	102	3	-0.4	99	-3	1	0	0	0	0
Cc1cc2n(c(=O)c1C#N)CCCN2c1cccc(Cl)c1	102	104	-5	0.9	104	-3	5	5	-3	2	-1
CCOC(=O)N/N=C1\CCc2ccccc21	101	100	-5	0.2	101	-6	-2	0	-4	18	-5
Clc1ccc(CNC23CN4CN(CN(C4)C2)C3)c(Cl)c1	96	102	-9	nt	94	-11	-5	-6	-6	4	-4
COc1ccc(NC2=C(Cl)C(=O)N(CCc3ccccc3)C2=O)c(OC)c1	104	102	-1	0.7	103	-4	0	1	0	4	-4
CCNc1oc(-c2ccc(OC)cc2)nc1S(=O)(=O)c1ccc(Br)cc1	100	102	-3	0.3	102	-9	-12	-7	2	2	-2
O=C(c1ccco1)c1cn(CC(=O)N2CCCCC2)c2ccccc12	99	101	-6	0.7	100	-12	-10	-11	-5	2	-7
O/N=C1/C2C3CC4C5C3C1C5C1(OCCO1)C42 (stereo not drawn)	117	105	2	-0.1	111	0	0	0	-2	0	0

Molecules from the list above with a COOH group, in the order listed:
SMILES	RGS4-Gao reg	RGS8-Gao reg	Bcl-XL Bim block	ABCB1 inh	RGS7-Gao reg	Bim-Bcl-B	Bim-Bfl-1	Bcl-2 Bim block	Bim-Bcl-W	ABCG2 block	Mcl-1 Bim block
Cc1ccc2c(CC(=O)O)coc2c1C	105	103	-1	-0.2	98	-14	-11	-11	2	1	-29
CSCCC(NC(=O)c1ccoc1C)C(=O)O (stereo not drawn)	100	101	-4	0.4	97	-1	-16	-5	-4	8	-1
CC(C)CC(N=Cc1c(O)c2ccccc2oc1=O)C(=O)O (stereo not drawn)	102	102	-2	0.8	102	-5	-6	-1	1	2	-3

Bioassay records: PubChem BioAssay, NMMLSC

Outcome played no part in choosing rows. About 0.94% of those tested had a hit in this group.
